Pf Dd2 growth: blocks in vitro growth of P. falciparum Dd2 | P. falciparum Dd2 growth, SYBR Green, 72 h | Potency, µM (highest dose often 28.9 µM), for the others: at the top dose activity, negative = inhibition, actives largely listed as inhibitors | actives 4.3% (n = 120,000) | AID 1347417; active = well fitted inhibition curve with a large enough effect; inconclusive = small, poorly fitted or top-dose-only effect; inactive = no such curve, though single readings can be large or run the other way;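 note: plate controls were DMSO vehicle for no effect and reference drug for full effect; nearly all actives have a fitted effect of over 65% in size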
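Infected erythrocytes (Dd2, 0.3% parasitemia, 2.5% hematocrit final) are added to compound in RPMI-1640/Albumax II medium, grown 72 h at 37C in low oxygen, then lysed with saponin/Triton-X containing SYBR Green and read by fluorescence.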
* = called active by the depositor; i = inactive; ? = inconclusive; [ ] = remark or other dose. Potency is the fitted concentration of half-maximal effect.

SMILES	Pf Dd2 growth
COCCN1C[C@H]2CN(C(=O)c3ccc4c(c3)OCO4)CCN2C1=O	-12%[44.1 µM]
Cc1c(C(=O)NCc2ccccc2Cl)cccc1-n1cnc2cccnc21	i
NS(=O)(=O)c1ccc(CCNC(=O)c2nc(SCc3ccccc3F)ncc2Cl)cc1	i
O=C(NCC(c1cccnc1)N1CCOCC1)C(=O)Nc1ccc(Cl)cc1 (stereo not given)	-14%
CN(C)c1ccc(C(=O)NC2CCN(c3cnn(C)c(=O)c3)CC2)cc1	?
CCN1C(=O)C2CC3(CCN(C(=O)c4nn(C)c5ccccc45)CC3)CN2C1=O (stereo not given)	-7%
Cc1cc(O)c(C(c2ccccc2)N2CCN(c3ccccc3F)CC2)c(=O)n1Cc1ccco1 (stereo not given)	i
O=C(Nc1ccc(F)c(Cl)c1)C1=NO[C@@H]2CN(CCc3ccccc3)C[C@H]12	2%[44.1 µM]
CC(C)Cc1cc(C[C@@H]2C[C@H](NC(=O)c3ccco3)C2(C)C)no1	-32%[44.1 µM]
CC1Oc2ccc(NC(=O)c3ccc(F)cc3)cc2CN(Cc2ccc3c(c2)OCO3)C1=O (stereo not given)	-11%
CCCNC(=O)N1CCC(OC2CCN(S(C)(=O)=O)CC2)CC1	20%
O=C1CCCCC(C(=O)NCC2CCCCC2)N1 (stereo not given)	13%
CN(C)C[C@H]1O[C@@H](CO)[C@@H](O)[C@H]1N1CCN(c2cccc(C(F)(F)F)c2)CC1	i
CCC(CC)C(=O)N1CCc2cc(OC)c(OC)cc2C1COc1ccc(F)cc1 (stereo not given)	?
Cc1cc(-c2nc3ncccc3o2)ccc1NC(=O)COc1ccc(C(C)(C)C)cc1	?
CC(C)OCCCNC(=O)C1CCCN(S(=O)(=O)c2cn(C)cn2)CCC(=O)NCC1 (stereo not given)	20%
Cc1oc(-c2ccc(C(=O)NCc3ccc(N(C)C)cc3)cc2)nc1COc1ccccc1	?
CCn1c(=O)c2c(nc3n2CCN3c2ccc(OC)cc2)n(C)c1=O	-21%
Cc1ncsc1CCCNc1nc(-c2ccccn2)nc2c1CCNCC2	i
CC1(C(=O)NCc2cc(F)cc(F)c2)CCOCC1	8%[44.1 µM]
COc1ccc(OC)c(C2CC(=O)Nc3ccc4ccccc4c32)c1 (stereo not given)	?
CCCCNC(=O)CSc1nc2nc(C)c(Cc3ccccc3C)c(C)n2n1	?
COCCN(CCOC)S(=O)(=O)c1ccc(C(=O)Nc2sc3c(c2C(=O)OC)CCN(C)C3)cc1	11µM*
COc1ccccc1CC(=O)NCC(=O)N1CCN(c2ccccn2)CC1	i
CC(=O)NC1CC2(CCN(Cc3ccc(O)cc3)CC2)c2ccccc21 (stereo not given)	-11%
O=C(NC[C@H]1COCc2nc3ccccc3n21)c1ccc(Cl)cc1	i
CC(=O)N1CCc2cc(S(=O)(=O)NC(Cc3ccccc3)C(=O)NCc3ccccc3)ccc21 (stereo not given)	66%[activator]
Cc1ccc(Cn2cc(-c3ccncc3)cc2C(=O)NC2CC2)cc1	?
COc1ccc(CCN2C(=O)N(c3ccc(F)cc3)C(=O)C2CC(=O)Nc2ccccc2)cc1OC (stereo not given)	i
O=C(CCC1CCN(CCCn2cccn2)CC1)NC1CCN(Cc2ccccc2)C1 (stereo not given)	-26%
Cc1cccc(CNS(=O)(=O)c2csc(C(N)=O)c2)c1	31%[activator]
Cc1ccc(C(Nc2ccccn2)c2ccc3cccnc3c2O)cc1 (stereo not given)	?
O=C(CCn1c(=O)c2cccn2c2cccnc21)NCc1ccccc1Cl	30%[activator]
COCCN1CCCCCC(O)c2cc(C(=O)N3CCCCCC3)ccc21 (stereo not given)	i
Cc1noc(C)c1S(=O)(=O)N1CC(c2nnc(C(C)C)o2)C2(CCOCC2)C1 (stereo not given)	2%
COc1ccc(-c2cc([C@H]3CN4CC[C@H]3C[C@@H]4CNC(=O)c3ccc(C)cc3)n(C)n2)cc1OC	-9%
CC(=O)N1CC2(Cc3ccccc3CN2C(C)=O)C1	-23%[44.1 µM]
CCS(=O)(=O)N1CC(COC)C2(CCNCC2)C1 (stereo not given)	38%[activator]
CC(C)CN(CC(C)C)C(=O)C1CCCN(S(=O)(=O)c2ccc3c(c2)oc(=O)n3C)C1 (stereo not given)	-6%
CCOC(=O)Cc1c(C(=O)OCC)nnc2c(-c3ccccc3)c(C)nn12	-5%
CC(C)(Oc1nn(CCN2CCOCC2)c2ccccc12)C(=O)NCc1ccncc1	i
COc1ccc(CN[C@@H]2CCC[C@@H](C(=O)NCc3cc(F)cc(F)c3)CC(=O)N(C)C2)cc1	-25%
COc1ccc(CNC(=O)c2cccc(N3CCCS3(=O)=O)c2)cc1OC	30%[activator][5.79 µM]
CC(=O)N1CCC(N2C[C@H](O)C[C@H]2C(=O)NC2CCCCC2)CC1	0%
CCOc1ccc(-n2c(SCC(=O)Nc3cc(C)on3)nc3c([nH]c4ccccc43)c2=O)cc1	i

Some of the entries so far, field by field:
> COc1ccc(CNC(=O)c2cccc(N3CCCS3(=O)=O)c2)cc1OC
- Pf Dd2 growth: 30%[activator][5.79 µM]
> CC(=O)N1CCC(N2C[C@H](O)C[C@H]2C(=O)NC2CCCCC2)CC1
- Pf Dd2 growth: 0%

(further entries)
SMILES	Pf Dd2 growth
CCS(=O)(=O)N1CCC2(CC1)NCCc1c2[nH]c2ccccc12	?
O=C(CC(NCc1cccnc1)C(=O)O)Nc1ccc(O)cc1 (stereo not given)	14%
COc1ccc(N2CCN(CCCNC(=O)Cn3c(-c4cccs4)cc4ccccc43)CC2)cc1	11µM*
Cc1ccc(CNC(=O)c2ccc(CSc3nc4ccncc4n3Cc3ccc(C)cc3)cc2)cc1	?
Cc1cccc2sc(N(Cc3cccnc3)C(=O)CCc3ccccc3)nc12	4µM*
Cc1ccc(S(=O)(=O)Nc2ccc(C)n(CC(=O)N3CCOCC3)c2=O)cc1	6%
O=C(Nc1sc2c(c1C(=O)NCc1cccnc1)CCCC2)c1cc(=O)c2ccccc2o1	?
COc1ccc(-c2nc(CNS(=O)(=O)c3ccc(C)cc3)cs2)cc1	64%[activator]
CCCNC(=O)CN1CCN(c2ccc(NC(=O)c3ccc(OC)cc3)cc2C(=O)O)CC1	-17%
O=C(CC1CCCN(c2cnn(CC3CC3)c(=O)c2)C1)Nc1ccccc1F (stereo not given)	?
O=C(NC[C@H]1C[C@@H]2CCN1C[C@@H]2CN1CCN(c2ccccn2)CC1)Nc1ccccc1	i
Cn1ccc2c(C(=O)NCc3cnccn3)nc(-c3cccc(N4CCOCC4)c3)cc21	i
COc1ccc(OC(C)C(=O)NCc2nc(-c3ccc(Cl)cc3)no2)cc1 (stereo not given)	24%
Cc1cc(C[C@@H]2COC[C@@H]2NC(=O)c2cccc(Cn3nc(C)cc3C)c2)on1	4%
O=C(NCC1Cn2cccc2C(=O)N1Cc1ccccc1)c1n[nH]c(=O)c2ccccc12 (stereo not given)	?
COc1ccc(C(=O)NC2CCCN(c3cc(-c4ccc(Cl)cc4)[nH]n3)C2)c(C)c1 (stereo not given)	i
NCCn1cc(C(=O)NCCc2noc(-c3ccccc3)n2)nn1	-5%
CCn1ccc(C(=O)N2C[C@@H](Oc3ccccc3)C[C@@H]2C(=O)NCCOC)n1	-19%
O=C([C@H]1C[C@H](Oc2cccnc2)CN1C(=O)CCCc1ccccc1)N1CCOCC1	-4%
CS(=O)(=O)N1CCC(c2nnc3n2C(C(=O)O)CC3)CC1 (stereo not given)	12%
CCOc1ccc(CCNC(=O)CSc2nc3ccccc3nc2Cc2ccc(C)cc2)cc1OCC	15%
CC1(c2ccccc2)N(Cc2ccccc2C#N)C(=O)OC12CCN(c1ccncc1)CC2 (stereo not given)	11µM*
CC(=O)N1CCN(C(=O)CCc2ccnc(N3CCOCC3)c2)CC1	24%
CCOC(=O)c1cc(-c2ccccc2)n(-c2cccc(C(=O)Nc3cccc(F)c3)c2)c1C	-1%
COc1ccccc1NC(=O)c1oc2ccccc2c1NC(=O)C1CCCCC1	4%
O=C(CSc1ccccn1)N[C@H]1CCOC[C@H]1C1CCOCC1	2%
COc1ccc(NC(=O)c2ccco2)cc1NC(=O)COc1cc(C)ccc1C(C)C	?
CCC(C)NC(=O)c1sc2nc3n(c(=O)c2c1C)CCC3 (stereo not given)	191%[activator][5.79 µM]
Cc1n[nH]c(C)c1CCC(=O)NC1CCCc2c1[nH]c1ccc(F)cc21 (stereo not given)	-1%
O=C(NC1CCCC1)[C@H]1C[C@@H](O)[C@H](O)[C@@H]2N=C(Nc3ccc4c(c3)OCO4)S[C@@H]21	?
COC(=O)c1cnc(N2CCN(c3ccc(F)cc3)CC2)c2ccccc12	-6%
Cc1ccc(CN2CCOC[C@H]2c2ncc(C(C)(C)C)[nH]2)cc1	?
O=C(Cn1nc2c(cc1=O)CCCCC2)NCCCN1CCOCC1	1%
Cn1nccc1C(=O)N1CCCC(c2noc(COc3ccccc3F)n2)C1 (stereo not given)	73%[activator]
CC(C)(C)NC(=O)N1[C@H]2CC[C@@H]1c1cncnc1C2	20%
COc1ccccc1CCNc1ncnc2c1nnn2C	7%
O=c1ccc(-c2ccccc2)nn1Cc1c(F)cccc1Cl	-18%
Cc1ccc(C2Cn3nnc(C(=O)N4CCC(C(=O)NCc5cccc(Cl)c5)CC4)c3CO2)cc1 (stereo not given)	i
Cc1ccc(S(=O)(=O)NC[C@H]2OC[C@@H](NC3CCN(C)CC3)[C@@H]2O)cc1	17%[44.1 µM]
Cc1csc(NC(=O)C2CC(=O)N(c3n[nH]c4cc(Br)ccc34)C2)n1 (stereo not given)	-26%
COc1ccc(CNC(=O)c2sc3nc4n(c(=O)c3c2C)CCC4)cc1	-24%
COc1ccc(NC(=O)CCn2ccn3nc4c(c3c2=O)CCCC4)cc1	?
COc1ccccc1-c1nc(-c2ccc(Br)o2)no1	38%[activator][5.79 µM]
CCOc1ccc(-c2cc(C(=O)N3CCN(c4ccc(C)cc4)C(C)C3)c3ccccc3n2)cc1 (stereo not given)	-10%
O=C(NCC(c1ccc2c(c1)OCO2)N1CCOCC1)c1ccc(F)cc1 (stereo not given)	-20%
CN(Cc1ccccc1)C(=O)C1(C)CCCc2cnc(N(C)C)nc21 (stereo not given)	-10%[44.1 µM]
c1cnc2nc(C3CCN(CC4CCCCC4)C3)[nH]c2c1 (stereo not given)	i
NC(=O)[C@@H](Cc1ccccc1)NC(=O)[C@@]1(O)C[C@@H](O)[C@H](O)[C@@H](NC(=O)Cc2cccs2)C1	12%
CCOC(=O)CSc1nc2ccc(NC(=O)COc3ccccc3)cc2s1	21%
CC1CCCCN1CCCNC(=O)c1cc2c(s1)CN(C1CCCC1)C2 (stereo not given)	?
Cn1c(CNC(=O)CN2CC3CC(C2)[C@H]2CCCC(=O)N2C3)nc2ccccc21 (stereo not given in full)	-8%
CNC(=O)N1CCC(C2CCN(S(=O)(=O)c3cnc[nH]3)C2)CC1 (stereo not given)	-22%
Cc1cccc(OCC(=O)N2CCC3(CC2)CN(c2ccncn2)CC3CO)c1 (stereo not given)	?
COc1cccc(CNC(=O)[C@@H]2C[C@@H](O)CN2C2CCN(C(=O)c3cccc(F)c3)CC2)c1	-23%
Cc1cc(C)cc(OCC(=O)Nc2c(C(=O)c3ccccc3)oc3ccccc23)c1	38%[activator]
O=C(NC1CCCCC1)c1ccc(CSc2nc3ccncc3n2Cc2cccc(F)c2)cc1	11µM*
Cc1cc(C)c(NC(=O)c2sc3nc(C)cc(C)c3c2NC(=O)c2ccccc2)c(C)c1	-18%
O=C(Cc1ccc(Cl)cc1)N1CCCN(c2cc(-c3ccccc3)[nH]n2)CC1	i
CCC(CC)n1nc(C)cc1NC(=O)CCCn1cnc2ccccc2c1=O	-3%
COc1cccc(N2CC(C(=O)N3CCC(C(=O)NCCc4ccc(F)cc4)C3)NC2=O)c1 (stereo not given)	?
Continuation.
SMILES	Pf Dd2 growth
CCOC(=O)N1CCc2c(sc(NCc3ccc(OC)c(OC)c3OC)c2C(=O)Nc2ccc(OC)cc2OC)C1	?
COc1cccc(CCC(=O)NCc2nnc3ccc(-c4ccccc4)nn23)c1	-9%
COc1ccc(-c2nc3scc(CCNS(=O)(=O)c4ccc5c(c4)OCCO5)n3n2)cc1	1%
CCc1ccc(Cn2c(CNS(=O)(=O)c3ccc(F)c(Cl)c3)nc3cccnc32)cc1	?

In the list so far, these have an NH in an aromatic ring:
SMILES	Pf Dd2 growth
CCOc1ccc(-n2c(SCC(=O)Nc3cc(C)on3)nc3c([nH]c4ccccc43)c2=O)cc1	i
CCS(=O)(=O)N1CCC2(CC1)NCCc1c2[nH]c2ccccc12	?
O=C(NCC1Cn2cccc2C(=O)N1Cc1ccccc1)c1n[nH]c(=O)c2ccccc12 (stereo not given)	?
COc1ccc(C(=O)NC2CCCN(c3cc(-c4ccc(Cl)cc4)[nH]n3)C2)c(C)c1 (stereo not given)	i
Cc1n[nH]c(C)c1CCC(=O)NC1CCCc2c1[nH]c1ccc(F)cc21 (stereo not given)	-1%
Cc1ccc(CN2CCOC[C@H]2c2ncc(C(C)(C)C)[nH]2)cc1	?
Cc1csc(NC(=O)C2CC(=O)N(c3n[nH]c4cc(Br)ccc34)C2)n1 (stereo not given)	-26%
c1cnc2nc(C3CCN(CC4CCCCC4)C3)[nH]c2c1 (stereo not given)	i
CNC(=O)N1CCC(C2CCN(S(=O)(=O)c3cnc[nH]3)C2)CC1 (stereo not given)	-22%
O=C(Cc1ccc(Cl)cc1)N1CCCN(c2cc(-c3ccccc3)[nH]n2)CC1	i

An excerpt; the hit share may differ from the screen's.
